S3 lipid droplet = qHTS Assay for Lipid Storage Modulators in Drosophila S3 Cells. Drosophila S3 cells, BODIPY lipid droplet fluorescence, 18-24 h; cells fed with added oleic acid. Potency in µM for hits, for the others lipid storage change, negative = inhibition, % at the top dose, mostly 46.1 µM. actives 0.64% (n = 320,000). AID 2685; active means well fitted inhibition curve with a large enough effect in the signal ratio, with a control signal flat, not every such curve was filed as active; inconclusive means small, poorly fitted or top-dose-only effect, or effect the other way, or a change in a side signal; the % refers to the signal ratio
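Drosophila S3 cells got compounds at several concentrations plus oleic acid (400 uM solution). Laser-scanning cytometry with 488 nm excitation read lipid droplets at 500-530 nm and cells at 575-640 nm. Percent activity was relative to 20 uM Triacsin C.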
S3 lipid droplet cell count max = second read-out of S3 lipid droplet, no call of its own (marks repeat the call); cell number change, %; measured here: cell count max response;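 cells counted by Cell Tracker Red CMTPX staining in the red channel; peak over a dose series mostly up to 46.1 µM; percent activity relative to internal control wells on each plate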
Starred values were filed as active, the others as inactive; i = inactive; ? = inconclusive; / = not tested or not shown; [ ] = dose if it differs, or a comment. On the % scale 0 is the no-effect control and ±100 the full control effect; potency means the concentration at half of the fitted maximal effect. An excerpt; rates above refer to the full screens.

SMILES	S3 lipid droplet	S3 lipid droplet cell count max
CCOc1ccccc1CNC(=O)CCCn1ccc2cc(S(=O)(=O)N3CCCC3)ccc21	?	/
Cc1ccn2cc(-c3cccc([N+](=O)[O-])c3)nc2c1	?	/
C=CCN(c1ccc(Cl)cc1)S(=O)(=O)c1cccc(C(=O)OCC(=O)N(C)C)c1	?	/
CCCNC(=O)NC(=O)CSc1nnc(-c2c[nH]c3ccccc23)o1	?	/
O=c1c2c3c(sc2nc(NCCOCCO)n1Cc1ccco1)CCCCC3	1.0%	17.3
CCOc1cc2c(cc1OCC)C(c1ccc(OC)c(OC)c1)N(c1ccc(C(=O)O)cc1)C(=O)C2 (configuration not stated)	?	/
CC(C)(C)c1ccc(S(=O)(=O)N2CCN(C(=O)C3CCC3)CC2)cc1	?	/
NC(=O)c1ccc(NC(=O)c2cc(S(=O)(=O)N3CCCCC3)ccc2N2CCOCC2)cc1	?	/
COc1ccc(Cl)cc1NC(=S)NC1CCCC1	i	0.5
CN(CC(=O)Nc1ccc(Cl)c(C(F)(F)F)c1)Cc1cc(=O)n2ccsc2n1	?	/

Complete entries from above:
Listed for CCOc1cc2c(cc1OCC)C(c1ccc(OC)c(OC)c1)N(c1ccc(C(=O)O)cc1)C(=O)C2 (configuration not stated) : S3 lipid droplet: ?; S3 lipid droplet cell count max: /
Listed for CC(C)(C)c1ccc(S(=O)(=O)N2CCN(C(=O)C3CCC3)CC2)cc1 : S3 lipid droplet: ?; S3 lipid droplet cell count max: /

Later entries:
SMILES	S3 lipid droplet	S3 lipid droplet cell count max
COc1ccc(Nc2nc(S(=O)(=O)c3ccc(C)cc3)c(Cl)s2)cc1	-11.5%	-11.8
Cc1noc(C)c1COc1ccc(CC(=O)NCc2ccccc2)cc1	?	/
CC1CCN(c2cc(N(C)CCO)c([N+](=O)[O-])c3nonc23)CC1	4.2%	-8.3
COCCCN1C(=O)C(=O)/C(=C(/O)c2ccc(S(=O)(=O)N3CCCCC3)cc2)C1c1ccc(OC)cc1 (configuration not stated)	i	-7.6
COc1cccc(Nc2n[nH]c(=S)s2)c1	-4.4%	-1.9
Cc1ccccc1CN1CCCC(C(=O)N2CCCCC2)C1 (configuration not stated)	?	/
NC(=O)c1cc([N+](=O)[O-])ccc1NCc1ccc(C(=O)O)cc1	?	/
COc1cc(C(=O)NCC(C)C)cc(OC)c1OC	-8.8%	-8.4
CCOCCn1c(CN2CCN(C(=O)c3ccco3)CC2)nc2c1c(=O)n(C)c(=O)n2C	-6.7%	1.4
O=C(CO/N=C/c1ccccc1OC(F)F)N1CCc2ccccc21	?	/
Cc1cccc(-c2cccc(NC(=O)C3CCCN(C(=O)c4cccnc4)C3)c2)c1 (configuration not stated)	i	17.6
CC1CCC(NC(=O)C2c3ccccc3C(=O)N2Cc2cccs2)CC1 (configuration not stated)	?	/
O=C(c1cccc(F)c1)N1CCN(C(=O)C(c2ccccc2)c2ccccc2)CC1	?	/
CC1(C)C([N+](=O)[O-])C(c2ccc(Cl)cc2)NC(c2ccc(Cl)cc2)C1[N+](=O)[O-] (configuration not stated)	10.7%	2.6
Cc1cc(C)c(S(=O)(=O)N2CCOC2CNC(=O)C(=O)NCCc2c[nH]c3ccccc23)c(C)c1 (configuration not stated)	-8.6%	-19.5
N=C1C(c2nc(-c3ccc(Br)cc3)cs2)=C(O)CN1NC(=O)c1ccc([N+](=O)[O-])cc1	-24.9%	-13.2
CCC(=O)NC(=S)NNC(=O)c1ccc(NC(=O)c2ccccc2)cc1	?	/
COC(=O)c1ccc(CN2C(=O)NC(c3ccccc3)(c3ccccc3)C2=O)o1	-3.8%	18.1
Cc1nc2ncnn2c(C)c1CCC(=O)NCCc1ccccc1	i	/
CC(C)(C)c1ccc(OCC(O)CN2CCCC2)cc1 (configuration not stated)	5.2%	17.0
Cc1cc2cc(CNC(=O)c3cccc([N+](=O)[O-])c3)ccc2n1C	?	/
COc1ccc(NC(=O)C2CCN(C(=O)c3ccccc3)CC2)cc1OC	17.9%	11.4
N#Cc1c(Nc2ccc(F)cc2)sc(C(=O)c2ccc(F)cc2)c1N	?	/
O=C(CCC1CCCN(C(=O)c2ccc3[nH]ccc3c2)C1)N1CCN(c2ccccn2)CC1 (configuration not stated)	-2.4%	-10.6
COc1ccc(C(=O)N/C(=C\c2ccc([N+](=O)[O-])cc2)C(=O)NC(CCSC)C(=O)O)cc1 (configuration not stated)	1.8%	14.5
OCCN(Cc1ccccc1)Cc1ccccc1Cl	?	/
O=C(CSc1nc(-c2ccc(F)cc2)cs1)N1CCOCC1	i	-1.1
O=C(NCc1ccc2c(c1)OCO2)c1nn(-c2ccccc2)c(=O)c2ccccc12	?	/
Cc1ccc(CNC(=O)CCNC(=O)c2ccc(Br)o2)cc1	?	/
O=C(CCN1C(=O)C2CCCCC2C1=O)NNC(=O)c1cccc(Cl)c1 (configuration not stated)	0.4%	/
Cc1ccccc1OCCC(=O)OCC(=O)NC(=O)c1ccccc1	i[0.0737 µM]	/
NC(=O)C1CCN(C(=O)C(=O)c2cn(CC(=O)N3CCCCCC3)c3ccccc23)CC1	-26.7%	-3.9
Cc1cc(Cl)ccc1OCCCC(=O)NCCN1C(=O)S/C(=C\c2cccnc2)C1=O	i	-6.7
O=C(c1cccc([N+](=O)[O-])c1)N1CCN(C(=O)c2ccco2)CC1	?	/
COc1ccc(C(=O)c2ccccc2)c(OCC(=O)N(C)C)c1	?	/
CCN(CC)S(=O)(=O)c1cccc(NC(=O)COC(=O)CCc2nc3ccccc3s2)c1	16.6%	-1.6
Cc1cc(NC(=O)C2CCN(S(=O)(=O)c3cnc[nH]3)CC2)ccc1Br	?	/
Cc1noc(C)c1CSc1nnc(-c2cccnc2)n1C1CCCCC1C (configuration not stated)	8.8%	-7.6
COc1cc(/C=C/C(=O)OCC(=O)Nc2sc3c(c2C#N)CCC(C)C3)ccc1OCC#N (configuration not stated)	?	/
O=C(NCCC1=CCCCC1)C1CCN(S(=O)(=O)c2ccccc2C(F)(F)F)CC1	?	/

Reprinted from the part before: 3 compounds, then new ones.
SMILES	S3 lipid droplet	S3 lipid droplet cell count max
Cc1noc(C)c1CSc1nnc(-c2cccnc2)n1C1CCCCC1C (configuration not stated)	8.8%	-7.6
COc1cc(/C=C/C(=O)OCC(=O)Nc2sc3c(c2C#N)CCC(C)C3)ccc1OCC#N (configuration not stated)	?	/
O=C(NCCC1=CCCCC1)C1CCN(S(=O)(=O)c2ccccc2C(F)(F)F)CC1	?	/
Cc1ccc(NC(=O)c2ccco2)c(NC(=O)C2CCCO2)c1 (configuration not stated)	?	/
Cc1cc(C)c(C)c(S(=O)(=O)N[C@@H](C)C(=O)OCc2cc(=O)n3cc(Br)ccc3n2)c1C	-12.4%	3.8
Cc1nnsc1C(=O)NNC(=O)Nc1ccccc1	?	/
COc1cccc(NC(=O)CN(C)C(=O)c2c(-c3c(F)cccc3Cl)noc2C)c1	?	/
CC1CCN(S(=O)(=O)c2ccc3c(c2)c(=O)c(C(=O)NCc2cccs2)cn3C)CC1	?	/
CC(=O)n1cc([C@@H]2C=C(C(=O)N3CCN(Cc4ccc5c(c4)OCO5)CC3)O[C@H](OCc3ccc(CO)cc3)C2)c2ccccc21	?	/
COc1ccc(C2/C(=C(/O)c3ccc4c(c3)CC(C)O4)C(=O)C(=O)N2CCCN2CCOCC2)cc1 (configuration not stated)	i	11.5
CCCOC(=O)c1ccc(NC(=O)c2cc(Cl)ccc2OC)cc1	?	/
COc1ccccc1CN1CC(C(=O)NCCn2nc(C)cc2C)CCC1=O (configuration not stated)	?	/
CCOC(=O)Cc1nc2ccccc2o1	?	/
COc1ccc(/C=N/N=C/c2ccc(OC)c(O)c2)cc1O	-1.1%	-24.0
O=C(CCc1ccc(O)c(O)c1)N/N=C/c1ccc2c(c1)OCO2	?	/
Cc1cc(C)n2nc(CC(=O)NC3CCCCCCC3)nc2n1	7.5%	-4.1
COC(=O)[C@]1(CC(C)C)N[C@H](c2ccc(-c3ccc(F)cc3)c(OC)c2)[C@@H]2C(=O)N(C)C(=O)[C@@H]21	?	/
COc1cccc(OC)c1C(=O)Nc1cc(Cl)ccc1N1CCOCC1	i	/
COc1cccc(C(=O)Nc2cc(C(=O)NCc3ccc(C)cc3)ccc2N2CCC3(CC2)CC(c2ccccc2)=NO3)c1	15.4%	12.3
CN1C(=O)[C@H]2[C@@H](/C=C/c3ccccc3)N3C(=O)CN(Cc4ccccn4)C(=O)[C@@]3(C)[C@H]2C1=O	?	/
O=C(O)COc1c(-c2ccc(Cl)cc2)oc2ccccc2c1=O	-2.1%	7.1
Cc1ccc(C)c(Cn2c(C(=O)OC(C)C)cc3c2ccn3C)c1	10.6%	-1.5
COc1ccc(NC(=O)N2CCOCC2)cc1OC	i	16.9
CCn1c2ccccc2c2cnc(N=CN(C)C)c(C#N)c21	?	/
O=C(CNC(=O)c1ccccc1Cl)OC1CCOC1=O (configuration not stated)	2.0%	2.5
O=C(Nc1ccc(F)cc1)c1ccc2snnc2c1	i	11.9
O=c1cc(N2CCOCC2)[nH]c(=O)n1-c1ccc(Cl)cc1	?	/
Cc1ccc(C)c(OCc2nc(-c3cccnc3)no2)c1	?	/
O=C(NCCc1ccc(F)cc1)C1CCN(C(=O)Nc2ccccc2)CC1	?	/
CCNC(=O)N1CCNC(=O)C1CC(=O)OC (configuration not stated)	12.8%	6.7
CCC1CCCCN1CCCNC(=O)c1c(O)nc2c(C)cccn2c1=O (configuration not stated)	?	/
Cn1c(CO)cnc1SCC(=O)c1ccc(Br)cc1	i	87.8
Cc1ccc(-n2c(=S)sc3c(=O)n(-c4ccc(F)cc4)c(SCC(=O)O)nc32)cc1C	?	/
CCOC(=O)C1CCN(c2c(NCCC(C)C)c(=O)c2=O)CC1	?	/
CN(Cc1ccon1)Cc1cn[nH]c1-c1ccc(-c2ccccc2)cc1	-0.3%	-2.2
CCOC(=O)c1cc2c(=O)n3ccccc3nc2n(Cc2ccccc2)c1=N	?	/
COc1ccc(CC(=O)NCC2CCCN(Cc3ccccc3Cl)C2)cc1 (configuration not stated)	16.7%	-2.6
CCCC(=O)OCC(=O)Nc1ccc(N=Nc2ccccc2)cc1	?	/
Cn1c(=O)cc(SCC(=O)NCC2CCCO2)c2ccccc21 (configuration not stated)	-6.3%	-13.7
O=C(COC(=O)Cc1ccc(F)cc1)Nc1ccc(Cl)cn1	2.5%	3.3
CC1CCCC(C)N1C(=O)CSc1nnc(NC(=O)Cc2cccs2)s1 (configuration not stated)	?	/
Cc1nn(-c2ccccc2)nc1C(=O)c1c(C)[nH]n(-c2ccccc2)c1=O	?	/
O=C(CCN1C(=O)c2ccccc2C1=O)Nn1cnnc1	?	/
CN(C)S(=O)(=O)c1ccc(Cl)c(NC(=O)CSc2nnnn2-c2ccc(O)cc2)c1	-0.2%	13.3
CCOc1ccc(Br)cc1S(=O)(=O)Nc1cccnc1	?	/
O=C(Cn1c(=O)cnc2ccccc21)N1CCN(S(=O)(=O)c2cccc([N+](=O)[O-])c2)CC1	i	17.8
Cc1cc(C)c(C(=O)COC(=O)c2ccc(NC(=O)CC#N)cc2)cc1C	-2.3%	2.4
COCCn1c(-c2ccccc2)nc2ccccc21	?	/
COc1cc(/C=N/N=C/c2c[nH]c(=O)c(C#N)c2Nc2ccccc2)ccc1O	-2.5%	1.4
C=C1CN(CC(=O)OC)S(=O)(=O)c2ccccc21	4.7%	11.3
O=[N+]([O-])c1ccc(-c2nnc(-c3ccccc3)c(N3CCOCC3)n2)cc1	?	/
Cc1[nH][nH]c(=O)c1C(c1ccc(-c2ccc(Cl)c(Cl)c2)o1)c1c(C)[nH][nH]c1=O	i	/
CCOC(=O)[C@@H]1[C@H]2COc3ccc(Br)cc3[C@@H]2N2C(=O)N(c3ccc(C(F)(F)F)cc3)C(=O)[C@@]12C	?	/

The list continues.
SMILES	S3 lipid droplet	S3 lipid droplet cell count max
COc1c(OC(C)=O)ccc(/C=C/c2ccc3cccc(OCc4ccccc4)c3n2)c1[N+](=O)[O-]	?	/
O=C(NCCCN1CCCC1)c1ccc2c(c1)N(Cc1ccccc1F)C(=O)c1ccccc1S2=O (configuration not stated)	?	/
COc1cc(OC)cc(C(=O)Nc2nc(CC(=O)NCc3ccccc3OC)cs2)c1	i	/
CN1CCN(C(=O)c2ccc(CS(=O)Cc3ccc(Cl)cc3)o2)CC1 (configuration not stated)	18.4%	/
Cc1ccccc1OCC(O)CN1C(=O)c2ccccc2C1=O (configuration not stated)	12.9%	16.2
O=C(O)CCCC(=O)NCCc1ccncc1	?	/
Cc1ccc2c(c1)COc1c3ccc(C(=O)N[C@@H](CO)C(C)C)cc3nn1-2	-3.0%	1.1
CCOc1ccc(C(=O)CCC(=O)Nc2cccc(S(=O)(=O)N3CCCCC3)c2)cc1	i	-10.0
Cc1ccc(NC(=O)COC(=O)c2ccc(F)cc2Cl)c(Br)c1	?	/
Cc1ccc(S(=O)(=O)N2CCN(C(=O)COC(=O)CSc3ccccc3)CC2)c(C)c1	?	/
COc1ccccc1-n1c(CNC(=O)c2ccco2)n[nH]c1=S	24.3%	7.6
Cc1nn(C)cc1CNC(=O)c1ccc(F)cc1	?	/

Another view of 4 compounds above:
Screens in order: S3 lipid droplet, S3 lipid droplet cell count max
> Cc1ccc2c(c1)COc1c3ccc(C(=O)N[C@@H](CO)C(C)C)cc3nn1-2
  -3.0%, 1.1
> Cc1ccc(S(=O)(=O)N2CCN(C(=O)COC(=O)CSc3ccccc3)CC2)c(C)c1
  ?, /
> CCOc1ccc(C(=O)CCC(=O)Nc2cccc(S(=O)(=O)N3CCCCC3)c2)cc1
  i, -10.0
> CN1CCN(C(=O)c2ccc(CS(=O)Cc3ccc(Cl)cc3)o2)CC1 (configuration not stated)
  18.4%, /

Source: PubChem
